Compound activity as filed in PubChem.
UCHL1 block: blocks human UCHL1 ubiquitin-rhodamine cleavage | P09936 | purified UCHL1, Ub-rhodamine cleavage fluorescence | inhibition, % at 20 µM | 47,000 compounds, 0.2% hits | AID 1645859
USP7 block: human USP7 deubiquitinase inhibition; Q93009; purified USP7, Ub-rhodamine cleavage fluorescence; inhibition, % at 20 µM; 47,000 compounds, 0.3% hits
Target sequence (Q93009 whole entry, looked up): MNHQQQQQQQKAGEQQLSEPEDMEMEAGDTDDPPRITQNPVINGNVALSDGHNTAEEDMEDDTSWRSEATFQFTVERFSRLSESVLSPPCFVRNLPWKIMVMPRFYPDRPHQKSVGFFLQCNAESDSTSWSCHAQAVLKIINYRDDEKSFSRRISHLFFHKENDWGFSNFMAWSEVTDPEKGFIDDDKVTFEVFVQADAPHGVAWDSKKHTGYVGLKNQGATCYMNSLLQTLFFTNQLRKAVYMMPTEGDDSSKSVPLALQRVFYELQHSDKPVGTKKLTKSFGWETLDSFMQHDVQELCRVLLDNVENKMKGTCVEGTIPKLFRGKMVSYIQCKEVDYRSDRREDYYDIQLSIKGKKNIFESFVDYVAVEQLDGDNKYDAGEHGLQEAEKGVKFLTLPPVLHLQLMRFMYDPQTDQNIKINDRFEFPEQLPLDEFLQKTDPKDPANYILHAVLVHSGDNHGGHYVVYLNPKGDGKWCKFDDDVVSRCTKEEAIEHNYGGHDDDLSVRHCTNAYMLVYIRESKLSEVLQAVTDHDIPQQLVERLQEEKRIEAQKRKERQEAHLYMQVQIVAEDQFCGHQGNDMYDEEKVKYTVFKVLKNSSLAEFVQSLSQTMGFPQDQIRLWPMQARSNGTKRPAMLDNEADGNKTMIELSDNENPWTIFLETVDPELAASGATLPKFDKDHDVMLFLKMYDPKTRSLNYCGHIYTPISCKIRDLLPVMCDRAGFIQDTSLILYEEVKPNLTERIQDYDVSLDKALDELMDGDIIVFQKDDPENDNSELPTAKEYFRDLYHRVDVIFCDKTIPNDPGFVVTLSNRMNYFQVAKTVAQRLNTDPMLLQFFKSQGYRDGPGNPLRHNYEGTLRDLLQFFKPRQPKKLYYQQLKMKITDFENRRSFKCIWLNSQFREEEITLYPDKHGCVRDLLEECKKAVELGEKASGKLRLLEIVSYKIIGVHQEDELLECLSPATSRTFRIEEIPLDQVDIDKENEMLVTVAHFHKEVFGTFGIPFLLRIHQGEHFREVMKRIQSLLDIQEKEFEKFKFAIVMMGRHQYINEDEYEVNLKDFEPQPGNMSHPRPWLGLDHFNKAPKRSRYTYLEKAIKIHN
USP28 block: human USP28 deubiquitinase inhibition. purified USP28, Ub-rhodamine cleavage fluorescence, 30 min. inhibition, % at 25 µM. 47,000 compounds, 3% hits. AID 1645857
OTUD3 block: human OTUD3 deubiquitinase inhibition | Q5T2D3 | purified OTUD3, Ub-rhodamine fluorescence, 2 h | inhibition, % at 25 µM | 47,000 compounds, 0.7% hits
USP30 inh: blocks human USP30 ubiquitin-rhodamine cleavage; 47,000 compounds, 5.3% hits; purified USP30, Ub-rhodamine cleavage fluorescence; Q70CQ3; inhibition, % at 25 µM
USP17 block: human USP17-like deubiquitinase inhibition; A8MUK1; purified USP17, Ub-rhodamine cleavage fluorescence, 3 h; inhibition, % at 50 µM; 47,000 compounds, 6.5% hits; AID 1645855
USP8 block: human USP8 deubiquitinase inhibition. P40818. AID 1645853. purified USP8, Ub-rhodamine cleavage fluorescence, 30 min. 47,000 compounds, 4.2% hits. inhibition, % at 20 µM
USP10 block: inhibitors of human USP10 deubiquitinase; 47,000 compounds, 1.1% hits; purified USP10, Ub-rhodamine fluorescence, 60 min; Q14694; AID 1645856; inhibition, % at 20 µM
* marks the source's active call; other numbers are inactive results; . = no result given. Rule as the data show it: active = inhibition above about 30%; inactive = the rest.

structure	UCHL1 block	USP7 block	USP28 block	OTUD3 block	USP30 inh	USP17 block	USP8 block	USP10 block
CC(C)C[C@@H]1OC(=O)[C@H](C)NC(=O)[C@H](C(C)(C)O)OC(=O)[C@H](C)N(C)C(=O)[C@@H](C)NC(=O)[C@@H](Cc2ccccc2)N(C)C1=O	-9.5	-11.8	-55.8	-30.1	-155.5	-51.3	-69.4	-9.9
CC(C)c1ccc2c(c1)C(N1CCN(C)CC1)=Cc1cccnc1S2	2.2	-19.3	-0.6	-9.9	1.3	1.0	12.3	-0.1
CCn1c(CNC(=O)c2ccccc2F)nnc1SCC(=O)N1CCOCC1	-0.2	0.0	-0.1	-1.1	-7.0	0.1	-3.6	-1.4
COc1ccc(CC(=O)Nc2ccc3c(c2)CCC(=O)N3C)c(Cl)c1	-0.3	-0.8	12.2	-3.5	2.8	-11.1	-6.1	2.6
COc1ccc(CC(=O)N2CCc3c(nc[nH]c3=O)C2)cc1Cl	-2.8	-1.0	-16.3	-16.0	-69.0	-11.4	-3.6	-3.8
Cn1c(C(=O)O)c(CNC2CC2)c2ccccc21	-2.4	2.6	-6.7	0.0	-2.7	-2.2	-9.1	0.0
CNc1cccc(C2CN(C(=O)Cc3c(C)nn(C)c3C)CCO2)n1 (stereo not given)	-1.3	-2.1	-8.4	-4.5	9.5	-3.5	6.0	2.6
CC(=O)NC(Cc1c[nH]c2ccccc12)C(=O)OCc1ccc(C#N)cc1 (stereo not given)	0.0	-7.0	1.2	-0.4	15.9	-4.3	-0.8	-1.4
Cn1c(=O)c2c(nc(Br)n2CCSc2nnnn2-c2ccccc2)n(C)c1=O	0.0	0.3	8.3	13.8	19.4	3.4	10.6	-0.1
Cc1cccc(Cl)c1S(=O)(=O)Nc1ccc2c(c1)CCC(=O)N2C	1.4	-2.0	14.6	18.9	22.8	9.6	0.0	5.5
COc1cc2c(cc1OC)-c1c(c(C(=O)N3CCCC3)nn1-c1ccccc1F)C2	1.2	3.3	76.4*	4.8	99.5*	75.6*	28.9	0.1
Cc1ccc(CNC(=O)CCN2C(=O)c3cccnc3Sc3ccccc32)cc1	-0.7	-2.0	-13.3	-2.8	-8.2	-5.3	-0.9	-2.6
COc1ccc(-c2oc3ncnc(NCc4ccco4)c3c2-c2ccc(OC)cc2)cc1	5.1	-4.6	9.6	14.3	13.7	30.3*	22.7	4.1
O=C(NC1CCCCC1)C1CN(C(=O)c2ccc(F)cc2F)CC12CCOCC2 (stereo not given)	-0.6	-0.4	-9.5	-6.9	0.2	-3.3	4.7	-0.2
CCOC(=O)c1c(NC(=O)CNc2cc(C)ccc2C)sc(Cc2ccc3c(c2)OCO3)c1C	0.0	3.9	5.6	13.5	11.9	5.7	9.8	2.4
CCOC(=O)N1CCN(C(=O)CSc2ncccn2)CC1	3.1	4.6	6.9	15.2	16.6	5.8	1.7	1.9
O=C(Cn1cnc(-c2noc(-c3cccnc3)n2)c1)NC1CCCC1	-15.1	-15.9	-67.6	-49.2	-259.6	-66.9	-38.3	-7.6
COc1cc(OC)cc(C(=O)NCc2[nH]nc3ccccc23)c1	1.6	1.2	31.2*	11.6	18.7	9.1	2.3	2.1
Cn1cc([C@H]2CN(Cc3ccccc3)C[C@@H]2N)c2ccccc21	-4.1	-12.4	1.4	0.0	-14.7	-8.4	-3.3	-2.1
O=C(c1cncc(Br)c1)N1CCN(S(=O)(=O)c2ccccc2)CC1	-2.2	1.9	-6.6	2.2	1.6	4.4	-5.7	-2.9
O=C(CC1C(=O)Nc2nc(-c3ccccc3)nn21)Nc1ccccc1 (stereo not given)	-1.1	0.1	-9.2	-0.4	-8.0	1.6	1.3	1.8
CN(C(=O)c1cccc2ncccc12)c1ccccc1	-6.2	-4.1	-9.6	-1.1	-49.2	8.0	28.8	-5.5
COCCN(C1CCN(C)CC1)S(=O)(=O)c1ccc(NC(=O)c2cc(OC)c(OC)c(OC)c2)cc1	0.7	-2.1	-3.2	-9.3	0.1	-6.1	-1.1	-2.0
O=S(=O)(Nc1cccn2cnnc12)c1ccc2c(c1)OCCO2	-15.0	-11.8	-40.9	-39.9	-159.8	-47.5	-14.2	-9.6
CN1C(=O)C(C)(C)c2cc(S(=O)(=O)NCc3ccc(Cl)cc3)ccc21	0.2	-0.8	4.1	-2.7	-8.4	-1.7	-0.9	-0.9
CC(=O)N[C@]12CN[C@H](c3ccccc3)[C@H]1CCN(C(=O)Cc1cccnc1)C2	-2.0	5.0	-2.5	0.1	-2.0	-19.8	0.1	1.8
Cc1ccccc1CN1C(=O)CCC1(C)C(=O)NC1CCCC1 (stereo not given)	-1.7	-2.6	1.1	-3.0	0.1	.	-1.4	-0.8
Cc1cccc(C)c1NC(=O)C(c1ccc2c(c1)OCO2)N1CCOCC1 (stereo not given)	0.8	-10.2	4.5	8.9	28.5	7.8	4.4	-0.4
CCc1ccccc1NC(=O)N1CCCC1c1c(C)noc1CC (stereo not given)	-4.2	0.2	-1.2	-4.4	-0.4	.	-2.4	-0.2
COc1ccc(C(=O)Nc2ccc3c(c2)N(C(=O)C2CC2)CCC3)cc1OC	3.3	3.1	33.2*	10.0	21.6	5.8	14.8	0.2
CS(=O)(=O)N1CCC(=O)N(Cc2ccc(Cl)cc2)c2ccccc21	0.6	-20.6	8.0	7.6	9.5	13.1	7.8	-0.1
O=C1CCn2nc(-c3ccc(Cl)cc3)cc2N1	-0.9	-4.0	.	-3.3	.	-4.0	5.4	1.9
Cc1nc(-c2ccnn2C(C)C)cc(C2CCN(S(=O)(=O)N(C)C)CC2)n1	3.9	4.4	8.1	9.3	1.1	-0.1	8.5	-0.8
COc1cccc(CNC(=O)c2ccc3ncnc(N4CCCC4)c3c2)c1	2.6	-0.2	-0.9	3.2	14.2	-3.2	-0.4	-2.4
CC1(C(=O)NC2CCCCC2)Cn2c(cc3sccc32)C(=O)N1Cc1cccnc1 (stereo not given)	-1.4	-46.8	-1.4	-3.6	8.4	-2.1	-17.7	1.0
O=C(Cc1ccccc1)N1CCc2nc(C(=O)N3CCCC3)sc2CC1	1.2	2.4	13.7	16.2	23.9	14.2	19.4	-2.8
Cc1ccc(-c2noc(CN(C(=O)Cc3ccc([N+](=O)[O-])cc3)C(C)C)n2)cc1	7.6	-135.1	19.3	3.2	-12.5	-3.8	-50.0	3.0
Cc1ccc(C(=O)N(Cc2cc(=O)[nH]c3ccccc23)C(C)C)cc1F	-3.5	-3.0	3.8	-3.3	0.0	0.0	2.0	-0.4
O=C(NCCS(=O)(=O)N1CCc2ccccc2C1)c1ccccc1Br	-0.8	-22.4	-2.8	-0.7	4.1	-5.8	0.1	-0.1
CC1CCN(S(=O)(=O)c2nn(C)cc2C(=O)Nc2ccccc2)CC1	1.5	-7.2	.	-1.8	.	4.0	3.2	-0.9
Cc1ccc(NC(=O)c2ccc3c(c2)N(S(C)(=O)=O)CC3)cc1	1.3	2.3	49.5*	0.0	14.5	50.7*	2.4	10.3
CCc1noc(-c2c(C)[nH]c(C)c2S(=O)(=O)Nc2ccccc2)n1	0.0	-0.2	0.1	10.8	1.8	-0.3	0.3	-0.3
CS(=O)(=O)N1CC2CCC(Oc3cccnc3)C2C1 (stereo not given)	-1.5	0.3	-3.7	-6.1	7.4	.	-8.2	-1.8
CC(=O)c1cccc(NC(=O)COC(=O)c2ccc3ccccc3n2)c1	-27.2	-24.9	-49.4	-57.6	-248.6	-82.4	-18.9	-6.1
CCn1c(CCc2ccccc2NS(=O)(=O)c2cccc(C#N)c2)nc2ccccc21	5.9	8.2	-9.2	-2.6	4.6	-8.9	3.8	8.4

Eight compounds already listed, sorted by length of the SMILES, largest number first:
structure	UCHL1 block	USP7 block	USP28 block	OTUD3 block	USP30 inh	USP17 block	USP8 block	USP10 block
CC(C)C[C@@H]1OC(=O)[C@H](C)NC(=O)[C@H](C(C)(C)O)OC(=O)[C@H](C)N(C)C(=O)[C@@H](C)NC(=O)[C@@H](Cc2ccccc2)N(C)C1=O	-9.5	-11.8	-55.8	-30.1	-155.5	-51.3	-69.4	-9.9
CCOC(=O)c1c(NC(=O)CNc2cc(C)ccc2C)sc(Cc2ccc3c(c2)OCO3)c1C	0.0	3.9	5.6	13.5	11.9	5.7	9.8	2.4
COc1ccc(-c2oc3ncnc(NCc4ccco4)c3c2-c2ccc(OC)cc2)cc1	5.1	-4.6	9.6	14.3	13.7	30.3*	22.7	4.1
CN1C(=O)C(C)(C)c2cc(S(=O)(=O)NCc3ccc(Cl)cc3)ccc21	0.2	-0.8	4.1	-2.7	-8.4	-1.7	-0.9	-0.9
Cc1ccc(C(=O)N(Cc2cc(=O)[nH]c3ccccc23)C(C)C)cc1F	-3.5	-3.0	3.8	-3.3	0.0	0.0	2.0	-0.4
O=C(c1cncc(Br)c1)N1CCN(S(=O)(=O)c2ccccc2)CC1	-2.2	1.9	-6.6	2.2	1.6	4.4	-5.7	-2.9
CCn1c(CNC(=O)c2ccccc2F)nnc1SCC(=O)N1CCOCC1	-0.2	0.0	-0.1	-1.1	-7.0	0.1	-3.6	-1.4
CN(C(=O)c1cccc2ncccc12)c1ccccc1	-6.2	-4.1	-9.6	-1.1	-49.2	8.0	28.8	-5.5

The listing continues:
structure	UCHL1 block	USP7 block	USP28 block	OTUD3 block	USP30 inh	USP17 block	USP8 block	USP10 block
COc1ccc(C(=O)Nc2cccc(N3CCCC3=O)c2)cc1OC	3.6	5.3	.	-8.7	.	5.9	-1.0	-0.1
Cc1nc(C2CCN(C(=O)C(C)(C)C)CC2)cc(N2CC3(CCOCC3)OC2=O)n1	1.0	5.5	2.2	0.6	6.7	2.0	-10.7	-1.3
O=C(NC1CCC1)[C@H]1C[C@@H]2CN(Cc3ccc(Cl)cc3)C[C@H]1O2	0.0	-1.1	4.3	2.7	9.3	-9.8	-48.9	-1.0
Cc1nn2c(S(=O)(=O)N3CCCCCC3)c(C)nc2s1	-0.5	-0.3	-7.0	0.6	7.6	-0.6	3.5	1.1
CC(C)Cc1nc2sc3c(NCc4ccco4)ncnc3c2c2c1CCC2	-0.6	-3.0	21.3	-15.6	-21.1	43.3*	16.6	-5.5
COc1cccc(C2C(C(=O)Nc3ccc(F)cc3)=C(C)Nc3nc4ccccc4n32)c1 (stereo not given)	1.7	6.5	13.6	8.4	25.2	9.7	13.9	0.0
CCCCCCC[C@@H]1OC2=C(C(=O)[C@H](C)O2)[C@H](O)[C@@]1(C)O	-1.6	-4.2	-8.8	-3.8	-0.7	1.8	0.5	0.5
CC1(C(=O)NC2CCCC2)CCC(=O)N1CCCN1CCOCC1 (stereo not given)	-7.4	-4.4	-21.7	-14.1	-75.3	-25.0	-12.2	-0.7
O=C(c1cccc(F)c1)N1C[C@H](OCc2cccnc2)[C@H]2COC[C@H]21	-0.6	1.0	-7.2	-2.8	-0.2	-14.0	-67.4	0.8
COc1cc2c(c(OC)c1OC)-c1ccc(N3CCN(Cc4ccccc4)CC3)c(=O)cc1[C@@H](NC(C)=O)CC2	-1.9	-1.9	-17.3	-17.6	-67.0	-38.8	-235.3	-3.7
Cc1cc(Cl)ccc1OCC(=O)Nc1ncnc2sc3c(c12)CCCC3	-3.7	-8.9	-6.5	-5.0	-50.8	25.7	-9.0	-1.3
CCOC(=O)c1sc2nc(CN3CCc4ccccc4C3)[nH]c(=O)c2c1C	-43.5	-41.3	-78.5	-47.2	-190.7	-17.1	24.7	-10.9
CC1=C2C[C@@H]3C(CNCc4ccc(F)cc4)C(=O)O[C@@H]3C[C@@]2(C)CCC1 (stereo not given in full)	2.6	-29.0	4.8	1.7	6.9	-9.9	-66.6	-3.1
O=C(/C=C/c1ccc(Cl)c(Cl)c1)NCc1ccncc1	-9.1	-8.1	-3.2	-10.6	-17.1	-16.7	-39.3	-4.5
COc1c(C)cnc(Cn2c(C(=O)OC(C)C)cc3c2ccn3-c2ccc(F)cc2)c1C	-1.7	6.2	1.1	-5.7	-92.7	-5.6	9.4	-2.7
Cc1ccc(NC(=O)CN(C)C(=O)c2cn(-c3ccccc3)nc2-c2cccnc2)cc1	0.1	-1.5	-10.7	-10.3	-15.1	.	-37.7	-1.3
COc1cccc(CN2CC(O)=C(c3nc4ccccc4s3)C2=N)c1	-2.8	0.0	-8.0	-10.7	-4.1	-7.6	14.5	-11.0
O=C(Nc1ccccc1)N1CCCCCC1C1CCN(Cc2nnnn2C2CC2)CC1 (stereo not given)	-1.8	-6.7	-8.8	-10.4	-38.3	-37.3	-106.9	-1.5
CCN(CC)C(=O)C1Cn2ccnc2C2(CCN(C(=O)Cc3ccc(OC)cc3)CC2)O1 (stereo not given)	-1.2	0.1	-7.8	-5.6	-8.8	-4.9	-42.4	-1.5
O=c1[nH]c2ccccc2nc1-c1ccccc1NS(=O)(=O)c1ccccc1	1.8	7.8	2.7	3.1	6.4	4.5	10.1	0.7
COc1ccc(C2CC(=O)c3cnc(N4CCc5ccccc54)nc3C2)cc1 (stereo not given)	-0.4	2.0	-0.2	2.0	-8.5	-5.5	8.8	-1.1
